SSB-PriA inh: K. pneumoniae PriA-SSBct interaction inhibition. AlphaScreen SSBct-PriA binding, biotinylated peptide. inhibition, % at 33 µM. hit rate 0.6% among 430,000; in the data active means inhibition mostly above about 37%, no sharp cut-off; inactive means mostly below about 20%;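 further: plate controls were negative control peptide for no effect and reference peptide for full effect; strong numbers were not always called active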
* = called active by the depositor; & = joins results of further samples. Not all compounds are listed. The share of hits here may be higher or lower than overall.

SMILES | SSB-PriA inh
O=C(Nc1nnc(CSc2ccccc2)o1)C1CCCN(S(=O)(=O)c2cccs2)C1 (configuration not stated) | 22.0
O=S(=O)(NCC1CCN(Cc2ccco2)CC1)C1CC1 | -16.0
Cc1nc(-n2cccc2)sc1C(=O)N1CCN(CCn2ccnc2-c2ccccc2)CC1 | 7.0
CCCN1CCCc2cc(CCNC(=O)c3cc(Cl)ccc3OC)ccc21 | 66.0*
CC(C)c1ccc(NC(=O)C(=O)NC2CCCC2)cc1 | -2.0
CCC(=NNS(C)(=O)=O)c1ccccc1 | -10.0
COc1ccc(S(=O)(=O)NCCN2CCOCC2)cc1OC | 0.0&-10.0
Cn1nc(CNC(=O)c2ccccc2Cl)cc1C1CC1 | -2.0
C=CCNc1oc(-c2ccccc2Cl)nc1C#N | 35.0
COc1ccc(CCC(=O)Nc2c(C)nc3scc(C)n3c2=O)cc1 | -2.0
Cc1nc(SC(C)c2ccccc2)[nH]c(=O)c1CC(=O)N1CCN(c2ccccc2)CC1 (configuration not stated) | -1.0
CSc1ccccc1-c1nnc(NC(=O)C(c2ccccc2)c2ccccc2)o1 | 11.0
CC(NS(C)(=O)=O)C(c1cccs1)N1CCOCC1 (configuration not stated) | -6.0
CCS(=O)(=O)N1CCN(c2ccc(-n3cccn3)nn2)CC1 | 10.0
CC(=O)c1cccc(NC(=O)CSc2nnc(-c3ccccc3Cl)n2-n2cccc2)c1 | 4.0

Part of the list above in another layout.
SMILES,SSB-PriA inh
CCCN1CCCc2cc(CCNC(=O)c3cc(Cl)ccc3OC)ccc21,66.0*
CC(C)c1ccc(NC(=O)C(=O)NC2CCCC2)cc1,-2.0
CCC(=NNS(C)(=O)=O)c1ccccc1,-10.0
COc1ccc(S(=O)(=O)NCCN2CCOCC2)cc1OC,0.0&-10.0
Cn1nc(CNC(=O)c2ccccc2Cl)cc1C1CC1,-2.0
C=CCNc1oc(-c2ccccc2Cl)nc1C#N,35.0

(continued)
SMILES | SSB-PriA inh
N#Cc1nccnc1OC1CCN(C(=O)COc2cccc(C(F)(F)F)c2)C1 (configuration not stated) | -3.0
O=C(c1ccc(-n2cccc2)cc1)N1CCC[C@H](Cc2nc(-c3ccsc3)no2)C1 | 31.0*
O=C(Nc1ccc(S(=O)(=O)Nc2nccs2)cc1)c1cnn2c1OCCC2 | -14.0
COC1CCN(C2CCN(C(=O)Nc3ccc(Cl)c(Cl)c3)CC2)CC1 | -11.0
O=C(NCCOc1ccc(-c2ccco2)nn1)C(c1ccccc1)c1ccccc1 | -21.0
O=C(NCc1ccccn1)C(=O)NCC1OCCN1C(=O)c1ccc2c(c1)OCO2 (configuration not stated) | -5.0
Cc1nsc(C(=O)NCCC2=CCCCC2)n1 | -14.0
Cc1cc(C)c(S(=O)(=O)N2CCOC23CCN(S(=O)(=O)c2ccc(F)c(C)c2)CC3)c(C)c1 | -15.0&-5.0
CCOc1cc(C=NNC(=O)C(=O)NCCCOC(C)C)cc(Br)c1O | 3.6
COc1ccc(C(=O)Nc2ccc3nc(C)n(-c4ccc(F)cc4)c(=O)c3c2)c(OC)c1 | -9.0
COCC1CCCN(Cc2cn3ccccc3n2)C1 (configuration not stated) | -23.0
COc1cccc(C=Nn2c(SC)nnc2-c2ccccc2)c1O | -8.2
O=C(CSc1nnc(COc2cccc3cccnc23)n1-c1ccc(Cl)cc1)c1ccccc1 | 5.0
Cn1nc2c(c1NC(=O)/C=C/c1ccccc1)CCC2 | -10.0
O=C(Cc1cccs1)Nc1nc2c(s1)C(=O)NCCC2 | -16.0
COc1ccc(F)cc1S(=O)(=O)N1CCN(c2cc(C3CC3)ncn2)CC1 | -8.0
CCOC(=O)c1c(NC(=O)[C@H](C)Sc2nnc(CNC(=O)c3ccco3)n2-c2ccc(OCC)cc2)sc2c1CCCCC2 | -25.0
COC(=O)N1CCc2ccc(NS(=O)(=O)CC34CCC(CC3=O)C4(C)C)cc2C1 (configuration not stated) | -14.0
CCOC(=O)c1ccc(N=Cc2ccc(OC(=O)Oc3ccccc3)c(OC)c2)cc1 | -14.0
COc1ccc(C=NNC(=O)C(=O)N2CCCCCC2)cc1 | -16.1
COc1cc(C=NNC(=O)C(=O)N2CCCCCC2)ccc1O | 3.8
O=C(c1ccc(F)cc1)N1CCCC(c2nnc(Cc3ccc(F)cc3)o2)C1 (configuration not stated) | -13.0
O=C(Nc1cc(F)ccc1F)c1ccc(N2CCCCS2(=O)=O)cc1 | -14.0
O=C(NC1CCCC1)C(=O)N1CCN(c2ccc(F)cc2)CC1 | -13.0
COc1ccc(C(=O)NN=Cc2cn[nH]c2-c2ccc(OC)cc2OC)cc1 | 1.1
COCCc1nnc(NC(=O)c2cc(-c3ccccc3)on2)o1 | -8.0
CC(C)c1cc(=O)[nH]c(-n2nc(-c3cccs3)cc2NC(=O)c2cc(Cl)ccc2Cl)n1 | 1.0
COc1ccc(Cl)cc1NC(=O)CC(C)=NNC(=O)COc1ccc(C)cc1 | 6.3
CCCOc1ccc(S(=O)(=O)Nc2ccc3c(c2)C(=O)Nc2ccccc2O3)cc1C | 37.0
COc1ccc2cc(C(=O)N3CC(Oc4nccs4)C3)[nH]c2c1 | 0.0
Oc1c(Br)cc(C=NNc2nncc3ccccc23)cc1Br | -8.6
COCCCn1c(C)cn2c3c(=O)n(CC(=O)c4ccc(Cl)cc4)c(=O)n(C)c3nc12 | -15.0
CCOc1ccc(Nc2oc(-c3ccc(S(=O)(=O)N(C)Cc4ccccc4)cc3)nc2C#N)cc1 | -70.0
O=C(CSCc1ccccc1)N1CCN(Cc2nc(C3CC3)cs2)CC1 | 3.0
OC12CCCCC1CNCC2 (configuration not stated) | -7.0
CCOC(=O)C(Sc1nc(N)c(NC(=O)c2ccc(OC)c(OC)c2)c(=O)[nH]1)C(=O)OCC | -5.0
Cn1cnnc1SCCNC(=O)[C@@H]1CSCCC(=O)N1 | -10.0
CC(=O)Nc1ccc2c(c1)C(=O)NC2=O | -8.0
O=C(Cn1nc(-c2ccccc2)c2sc(N3CCOCC3)nc2c1=O)c1ccc2c(c1)CCCC2 | 9.0
O=C(Cc1noc2ccccc12)NCCCn1ncccc1=O | -2.0
O=C(C1CCCC1)N1CCc2ccc(NS(=O)(=O)Cc3ccccc3)cc21 | -17.0&-9.0
Nc1ccc(Cl)cc1C(O)c1ccccc1 (configuration not stated) | -21.0
O=C(CSc1nc(=O)n2ccccc2n1)Nc1ccc(Cl)c(Cl)c1 | 6.0
CC(=NNc1cc(N2CCOCC2)ncn1)c1ccccc1 | -9.7
O=C(Cn1cnc2ccccc2c1=O)Nc1cc(N2CCOCC2)ncn1 | -20.0
O=C(NCC(=O)N1CCN(c2cc(Nc3ccccn3)ncn2)CC1)c1ccccc1 | -8.0
COc1ccccc1C=NNC(=O)c1ccc(COc2ccc(C)c(C)c2)o1 | -3.2
CCOc1ccc(CC(=O)Nc2nc3ccc4sc(C)nc4c3s2)cc1 | 10.0
CCc1ccc(S(=O)(=O)NC[C@]2(O)CCCc3cc(OC)ccc32)s1 | 8.0
Cc1nc2cc(NC(=O)CCCS(=O)(=O)Cc3ccccc3)ccc2s1 | -4.0
C/C(C=NNC(=O)c1cc(-c2ccc3ccccc3c2)n[nH]1)=C\c1ccco1 | 9.8
CCOC(=O)CNC(=O)CS(=O)(=O)c1cn(CC(=O)N2CCCCC2)c2ccccc12 | -9.0&5.0
CC(=O)c1cccc(NC(=O)CC(C)n2cncn2)c1 (configuration not stated) | 4.0
O=S(=O)(CCc1ccccc1)N1CCC(n2ccnn2)CC1 | -7.0
COC(=O)C1CC(=NNS(=O)(=O)c2ccc(C)cc2)c2sccc2C1 (configuration not stated) | -2.5
Cc1ccc(NC(=O)c2cccc(Br)c2)cc1N1CCCCC1=O | 2.0
O=C1CN(C(=O)c2ccc3ncsc3c2)c2ccccc2N1 | -2.0
COc1ccc(-c2nc(CSc3n[nH]c(=O)c4cc(-c5ccco5)nn34)c(C)o2)c(OC)c1 | -2.0
O=C(Nc1ccc(-c2ccc3nnc(-c4ccncc4)n3n2)cc1)c1cccnc1Cl | 18.0
COCCN(Cc1ccoc1)C(=O)c1ccsc1 | -6.0

Two consecutive compounds from above:
SMILES | SSB-PriA inh
CCc1ccc(S(=O)(=O)NC[C@]2(O)CCCc3cc(OC)ccc32)s1 | 8.0
Cc1nc2cc(NC(=O)CCCS(=O)(=O)Cc3ccccc3)ccc2s1 | -4.0

Quoted at random: 4 entries already listed.
SMILES | SSB-PriA inh
O=S(=O)(CCc1ccccc1)N1CCC(n2ccnn2)CC1 | -7.0
COC(=O)C1CC(=NNS(=O)(=O)c2ccc(C)cc2)c2sccc2C1 (configuration not stated) | -2.5
CCOC(=O)CNC(=O)CS(=O)(=O)c1cn(CC(=O)N2CCCCC2)c2ccccc12 | -9.0&5.0
O=C(NCC(=O)N1CCN(c2cc(Nc3ccccn3)ncn2)CC1)c1ccccc1 | -8.0

Following part
SMILES | SSB-PriA inh
O=C1C([C@@H](c2cccc(Br)c2)N2CCc3ccccc3C2)Sc2nc(-c3ccco3)nn21 (some centres not stated) | 14.0
Cn1nc(CNS(=O)(=O)c2ccc3c(c2)OCCO3)cc1-c1ccco1 | 1.0
CSc1ccc2nc(N(CC3CCCO3)C(=O)c3ccc(Cl)s3)sc2c1 (configuration not stated) | -40.0
Cc1cc(NC(=O)Cn2c(=O)n(Cc3ccccc3)c(=O)c3nccnc32)ccc1Br | 1.0&3.0
O=[N+]([O-])c1ccc(C=NNc2ncc(Br)cn2)cc1 | -8.9
CC(C)(C)NC(=O)Nc1c[nH]c2ccccc12 | 10.0
O=C(Nc1cccc([N+](=O)[O-])c1)c1ccc2nccnc2c1 | -3.0
COc1ccccc1NC(=O)Cn1nc2ccc(SC(C)(C)C)nn2c1=O | -12.0
COC(CNC(=O)c1ccccc1F)c1ccsc1 (configuration not stated) | -6.0
Cc1c(NC(=O)c2ncc(-c3ccc(F)cc3)o2)c(=O)n(-c2ccccc2)n1C | 5.0
Cc1cc(C(O)CCNC(=O)C(=O)NCc2ccc3c(c2)OCO3)c(C)o1 (configuration not stated) | -14.0
COc1ccccc1NC(=O)/C=C/c1ccc(OC(=O)c2ccc(F)cc2)c(OC)c1 | -9.0
CC[C@@H](C(=O)NCCn1ccnc1-c1ccccn1)c1ccccc1 | 3.0
COc1ccc(-c2c(C#N)c(N)nc3c2c(C)nn3-c2ccc(F)cc2)cc1OC | 5.0
O=C(Nc1ccc2c(c1)N(S(=O)(=O)c1ccc(F)cc1)CCC2)c1ccco1 | -4.0
CC(=NO)C(=O)NCCN(C)C | 4.9
CN(C)S(=O)(=O)c1ccc(Cl)c(C(=O)O)c1 | -11.0
CCOC(=O)c1c(-c2ccc(OC)cc2)csc1NC(=O)CSc1ncn[nH]1 | -10.0
CSCCC(C)(O)CNC(=O)c1cc(C)cs1 (configuration not stated) | -9.0
Cc1cc(C(=O)N2CC(=O)Nc3ccccc32)no1 | -7.0&7.0
CCOC(=O)C1CCCN(C(=O)Cc2csc(NC(=O)Nc3ccc(C)cc3)n2)C1 (configuration not stated) | 15.0
CC1(C)C2CC=C(C=Nn3cnnc3)C1C2 (configuration not stated) | -6.8
O=C(COc1ccccc1)NC(Cc1ccccc1)C(=O)O (configuration not stated) | 14.0
COc1cc(NC(=O)Cn2c(C)nc3c(sc4cccc(F)c43)c2=O)cc(OC)c1 | -7.0
CCCOc1ccc(-c2csc(NC(=O)c3ccc(Cl)cc3Cl)n2)cc1 | 3.0
CCC(=O)Nc1nc2cc3c(cc2s1)OCCO3 | -12.0
O=C(/C=C/c1cccs1)Nc1nc2c(s1)CSc1ccccc1-2 | -4.0
CN1C(=O)c2ccc(NC(=O)CS(=O)(=O)c3ccccc3)cc2C1=O | -2.0
COC(=O)c1ccc2c(=O)n(CCN(Cc3ccco3)C(C)C)c(=S)[nH]c2c1 | -18.0
O=c1c2c3c(sc2ncn1/N=C\c1cccnc1)CCC3 | -16.0
O=C(CCSc1ccccc1)N1CCC(CSC2=NCCS2)CC1 | -15.0
COc1ccc(S(=O)(=O)N2CCCC[C@@H]2CCNC(=O)C(=O)Nc2ccc(F)cc2F)cc1 | -5.0
O=C(N[C@H]1CCN(c2ccc(-c3ccccc3F)nn2)C1)c1cccs1 | 0.0
COc1ccc(C=NOCC(=O)N2CC3(C)CC2CC(C)(C)C3)cc1 (configuration not stated) | -11.1
O=C(Cc1cccs1)NCCn1nc(C(F)(F)F)cc1C1CC1 | -7.0
COc1ccc(S(=O)(=O)Nc2nc(C)c(C(=O)Nc3ccc(F)cc3)s2)cc1 | 2.0
CN(CC(=O)NC1CCC(Oc2ccccn2)CC1)S(C)(=O)=O (configuration not stated) | -15.0
O=C(Nc1nc(-c2ccc3c(c2)OCO3)cs1)c1cccc(N2C(=O)CCC2=O)c1 | 5.0
O=C(NC1CC1)c1csc(Nc2ccccc2)n1 | -7.0&-6.0
COCCn1nnn(-c2ccc(NS(=O)(=O)c3ccc(C(F)(F)F)cc3)cc2)c1=O | -21.0
CCCCc1ccc(N=NC(C(=O)Nc2cc(OC)c(NC(C)=O)cc2OC)=C(C)O)cc1 | 16.7
Oc1cccc(C=NN(Cc2ccccc2)c2ccccc2)c1 | -0.5
COc1ccc(OC)c(Nc2nc(NCc3ccco3)nc3c2cnn3-c2ccccc2)c1 | 1.0
Cc1ccc(C=NNC(=O)c2nnn(-c3nonc3N)c2CN(C)c2ccccc2)s1 | 13.7
O=C(Oc1coc(CSc2ncccn2)cc1=O)c1ccccc1Cl | 4.0
CSc1ccccc1NC(=O)C(=O)NCC1CCN(c2nccnc2C#N)CC1 | -11.0
COc1ccc(CC(=O)Nc2sc(C)c(C)c2C(N)=O)cc1 | 2.0
Cc1cc(C(=O)Nc2ccc(-c3nc4ccccc4s3)c(O)c2)no1 | -13.0
O=C(CSc1nnc(-c2cccnc2)o1)c1ccc(Cl)cc1 | 7.0
CN(CC1CCCO1)S(=O)(=O)c1ccc(C(=O)Nc2sccc2C#N)cc1 (configuration not stated) | 7.0
Cc1onc(-c2ccccc2Cl)c1C(=O)Nc1ccc(-n2nncc2-c2ccc(Br)cc2)cc1 | 5.0
Cc1ccc(-c2csc(-n3nc(C)cc3NC(=O)c3ccccc3F)n2)cc1 | 8.0
CNc1ccc2ccccc2c1SC | -82.0
O=C(NCc1ccccn1)c1ccc(=O)n(Cc2cccc(F)c2)n1 | 3.0

High-throughput results as filed in PubChem.
